Assay outcomes: PubChem, The Scripps Research Institute Molecular Screening Center
OXTR ag: human OXTR agonists, primary screen, fluorescence, CHO-OTR cells, Fluo-8 calcium | activation, % at 3 µM | 320,000 tested, 0.32% active | Fluo-8 calcium fluorescence; normalized: DMSO 0%, oxytocin 100% | AID 2435, 2010;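 active = activation above the mean of all tested compounds plus 3 SD, cutoff set per screening run, cut at about 20% in these data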;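 also: peak over basal fluorescence ratio from a 100 s FLIPR kinetic read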
Target sequence (P30559 whole entry, looked up): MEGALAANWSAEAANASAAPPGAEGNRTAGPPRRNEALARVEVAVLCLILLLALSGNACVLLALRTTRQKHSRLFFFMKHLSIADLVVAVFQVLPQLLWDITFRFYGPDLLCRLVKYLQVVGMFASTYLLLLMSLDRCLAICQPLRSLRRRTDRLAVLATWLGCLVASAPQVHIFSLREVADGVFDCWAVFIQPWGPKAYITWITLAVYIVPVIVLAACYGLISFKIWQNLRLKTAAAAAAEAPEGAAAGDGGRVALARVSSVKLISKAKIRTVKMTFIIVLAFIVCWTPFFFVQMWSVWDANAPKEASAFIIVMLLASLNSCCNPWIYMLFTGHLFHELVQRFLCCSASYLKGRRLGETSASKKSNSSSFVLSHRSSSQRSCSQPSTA
Numbers without * were called inactive. A portion of the library; rates above refer to the full screens.

| SMILES | OXTR ag |
| --- | --- |
| CN(CC(=O)Nc1ccc(F)cc1)C(=O)c1cc2c(s1)CCCCC2 | 0.7 |
| CNC(=O)c1c(NC(=O)CCS(=O)(=O)c2ccc(C)cc2)sc2c1CCN(C(=O)OC)C2 | -0.7 |
| CCOc1ccc(NC(=O)CN(C)C(=O)CCCc2c[nH]c3ccccc23)cc1OCC | 3.3 |
| COc1ccc(S(=O)(=O)Nc2ccc(Nc3ccccc3)cc2)cc1 | 11 |
| CC(OC(=O)c1ccc2c(=O)n3c(nc2c1)CCC3)C(=O)Nc1ccc(C(N)=O)cc1 (stereo not given) | 1.4 |
| COc1ccc(CCNC(=O)COC(=O)CNS(=O)(=O)c2ccc(SC)c([N+](=O)[O-])c2)cc1 | 2.4 |
| CN(c1ccc(OC(=O)CN2C(=O)NC3(CCCC3)C2=O)cc1)S(=O)(=O)c1ccccc1 | 9.0 |
| COc1ccc(-c2cc(C(=O)N3CCCC(C(F)(F)F)C3)c3ccccc3n2)cc1 (stereo not given) | -2.5 |
| CC(C)(C)NC(=O)CC1C[C@H](C(=O)N2CCCCC2)[C@@]2(C)c3[nH]c4ccccc4c3CCN2C1=O (stereo not given in full) | -1.1 |
| CCOC(=O)N1CCN(C(=O)CCc2ccc(S(=O)(=O)NCC(C)C)cc2)CC1 | -0.7 |
| CN(C)N(C(=O)c1cc(-c2cccs2)nn1-c1ccccc1)C1CCS(=O)(=O)C1 (stereo not given) | -2.1 |
| CC(=O)/C(=N\Nc1ccccc1)Oc1ccc(Br)cc1 | -2.2 |
| Cc1ccc(C)c(NC(=O)CN(C)C(=O)c2ccc(-c3cccc(C(F)(F)F)c3)o2)c1 | -1.6 |
| CC(C)(C)OC(=O)CNC(=O)c1[nH]cnc1C(=O)N[C@@H](CCCCN)C(=O)OC(C)(C)C | 0.5 |
| COc1ccc(NS(=O)(=O)c2cc(NC(=O)[C@H](C)NC(N)=O)ccc2N2CCCC2)cc1 | 1.6 |
| Cc1ccc(C)c(NC(=O)CN(C)C(=O)c2ccccc2OCc2ccc(Cl)cc2)c1 | -2.6 |
| O=C(NNC(=O)c1ccccc1-n1cccc1)c1ccc(Cl)nc1 | 0.8 |
| CCCCC(CC)C(=O)O (stereo not given) | 0.5 |
| CCN1C(=O)[C@H]2[C@@H](c3ccc(-c4cccc(Cl)c4)c(OC)c3)N3CCC[C@@]3(C(=O)OC)[C@H]2C1=O | 1.0 |
| CCN(CC(=O)Nc1ccc(NC(C)=O)cc1)C(=O)CC1OC(=O)c2ccccc21 (stereo not given) | 0.4 |
| O=C(CN1C(=O)NC(c2ccccc2)(c2ccccc2)C1=O)NCC(=O)Nc1ccc(F)cc1 | 0.6 |
| COc1ccc2c(c1)O[C@@]1(CCCC[C@@H]1C)CC2=O | -2.3 |
| Cc1ccc(S(=O)(=O)NC(=O)c2cccc(N(C)C)c2)cc1 | 1.8 |
| CCCN(CC(=O)Nc1ccccc1C)C(=O)c1ccc(NC2CC2)c([N+](=O)[O-])c1 | -0.3 |
| Cc1ccc(C)c(OCC(=O)NCC2COc3ccccc3O2)c1 (stereo not given) | -1.4 |
| CN(CC(=O)Nc1ccc(N2CCOCC2)cc1)C(=O)CSc1ccc(F)cc1 | 1.2 |
| O=C(c1cc(C2CC2)nn1-c1ccccc1)N1CCN(S(=O)(=O)c2c(F)cccc2F)CC1 | -1.7 |
| CCCCCC(=O)Nc1ccc(C(=O)COC(=O)CN2C(=O)NC3(CCCC3)C2=O)cc1 | 0.6 |
| COC(=O)C1=CO[C@@H](O)C2C(CO)=CCC12 (stereo not given in full) | 0.9 |
| NC(=O)c1ccsc1NC(=O)COC(=O)c1ccccc1F | 3.4 |
| CCCCn1c(N)c(N(CC)C(=O)C2CCCC2)c(=O)[nH]c1=O | -0.2 |
| COc1ccc(C(=O)CC(=O)c2ccc(F)cc2)cc1 | 0.2 |
| COc1ccc(S(=O)(=O)NCC(c2ccc3c(c2)OCO3)N2CCOCC2)cc1 (stereo not given) | -0.1 |
| CC1(c2ccc(Cl)cc2)NC(=O)N(CC(=O)Nc2ccc(N3CCCCC3)cc2)C1=O (stereo not given) | 4.5 |
| COc1ccc(S(=O)(=O)N2CCCCCC2)cc1C(=O)N(C)CCOc1ccccc1 | -1.6 |
| Cc1ccc(S(=O)(=O)NC(C)C(=O)OCC(=O)N(C)c2ccccc2)cc1 (stereo not given) | 0.8 |
| O=C(NCCC1CCCCN1S(=O)(=O)c1ccc(F)cc1)C(=O)NCc1ccncc1 (stereo not given) | -1.0 |
| CC1CN(C(=O)COC(=O)c2cnc(Cl)c(Cl)c2)CC(C)O1 (stereo not given) | 0.6 |
| COc1ccc(OCC(=O)NCCCNC(=O)COc2ccc(OC)cc2)cc1 | 0.5 |
| Cc1c(NC(=O)c2ccc(S(=O)(=O)Nc3ccccc3F)cc2)c(=O)n(-c2ccccc2)n1C | 0.9 |
| CN(Cc1ccc(Cl)cc1Cl)C(=O)CN1C(=O)NC2(CCCC2)C1=O | -1.0 |
| Cc1ccccc1NC(=O)Cc1nc(COC(=O)/C=C/c2ccccc2)cs1 | -1.0 |
| CCOc1ccc(S(=O)(=O)N2CCCCC2)cc1NC(=O)c1cccnc1OCC | -0.3 |
| Cc1ccc(CN2CC(=O)N3[C@H]4c5ccccc5OC[C@@H]4[C@H](c4ccccc4)[C@]3(C)C2=O)cc1 | -0.4 |
| CC1(c2cccc(Br)c2)NC(=O)N(CC(=O)c2ccc3c(c2)OCCO3)C1=O (stereo not given) | 6.8 |
| Cc1cccc(C(=O)NCC(=O)NNC(=O)c2ccccc2O)c1 | 1.2 |
| CCC1CCCCN1CC(=O)Nc1ccc2c(c1)OCCO2 (stereo not given) | 1.1 |
| C[C@H](O)Cc1cc2ccccc2c(=O)o1 | 1.0 |
| Cc1ccc(CNC(=O)C2CC(=O)N(C3CCCC3)C2)cc1 (stereo not given) | -1.1 |
| O=C(CCS(=O)(=O)c1ccccc1)N(CCCN1CCOCC1)c1nc2c(F)cccc2s1 | 5.0 |
| CN(CC(=O)Nc1cccc(F)c1)CC(=O)Nc1cccc(S(=O)(=O)N2CCCCC2)c1 | 9.7 |
| CCN(C(=O)COC(=O)C1CCN(S(=O)(=O)c2ccc(C)c(C)c2)CC1)C1CCS(=O)(=O)C1 (stereo not given) | -2.1 |
| O=C(COC(=O)C1CC2CCCC(C1)C2=O)Nc1nc(-c2ccc(F)c(F)c2)cs1 (stereo not given) | -0.9 |
| COc1ccc(N2CC(NC(=O)c3cccc4ccccc34)CC2=O)cc1OC (stereo not given) | 1.5 |
| CCc1noc(C)c1C(=O)N(C)CC(=O)Nc1ccc(Br)cc1C | -0.7 |
| C[C@H](CO)N1C[C@H](C)[C@H](CN(C)C)Oc2ccc(NS(=O)(=O)c3ccc(F)cc3)cc2CC1=O | 0.7 |
| Cc1ccc2scc(CN3CCCC3)c2c1 | -2.1 |
| CN(CCOc1ccccc1)C(=O)c1cc(S(=O)(=O)N2CCOCC2)ccc1Cl | 7.5 |
| CC(=O)Nc1ccc(C(=O)OCC(=O)c2ccc(S(=O)(=O)N3CCCCC3)cc2)cc1 | 0.5 |
| Cc1nc2cc(NC(=O)CS(=O)(=O)c3ccc(F)cc3)ccc2s1 | 1.6 |

The list continues:
| SMILES | OXTR ag |
| --- | --- |
| CCc1noc(C)c1C(=O)Nc1cc(Cl)ccc1-n1cncn1 | -0.7 |
| O=C(C[C@H]1C/C=C\C[C@H](NC(=O)OCC2c3ccccc3-c3ccccc32)C(=O)OC[C@@H]2CCCN2C1=O)NCCO | -2.0 |
| COc1ccc2oc(C(=O)NCc3ccccc3CN3CCCC3)c(C)c2c1 | -0.6 |
| C[C@H](CO)N1C[C@H](C)[C@@H](CN(C)C(=O)NC2CCCCC2)Oc2ccc(NS(=O)(=O)c3ccc(F)cc3)cc2C1=O | 0.5 |
| CC(OC(=O)c1ccc(-n2cnnn2)cc1)C(=O)Nc1ccc(F)c(F)c1F (stereo not given) | 1.5 |
| O=C1CC2(CCN(C(=O)c3ccc([N+](=O)[O-])cc3)CC2)Oc2ccccc21 | 5.9 |
| COC(=O)C(N)Cc1ccc(Cl)cc1 (stereo not given) | 0.8 |
| CCOc1ccc(NC(=O)CN(C)C(=O)c2ccc(N3CCCCC3)c([N+](=O)[O-])c2)cc1OCC | 2.7 |
| CCC/C(C#Cc1ccsc1)=C1/c2ccccc2C(=O)N1c1ccccc1 | -1.2 |
| Cc1ccc(COC(=O)c2cc(S(=O)(=O)N3CCOCC3)ccc2C)cc1 | -0.6 |
| CCOc1ccc(NC(=O)CN(C)C(=O)C2CC(=O)N(c3ccc4c(c3)OCCO4)C2)cc1OCC (stereo not given) | -1.1 |
| Cc1ccccc1OCC(=O)Nc1cccc(S(=O)(=O)NC2=NCCCCC2)c1 | 2.2 |
| COc1ccc(S(=O)(=O)Nc2cc3c4c(c2)CCC(=O)N4CCC3)cc1C | 0.6 |
| COC(=O)c1ccc(CNC(=O)COC(=O)c2ccccc2-c2ccccc2)cc1 | -2.0 |
| CCOC(=O)C1=C(COC(=O)CCOc2ccccc2C)NC(=O)NC1C (stereo not given) | -2.3 |
| COCCn1c(C)cc(C(=O)COC(=O)c2ccc(S(=O)(=O)N(C)C)cc2)c1C | 9.7 |
| Cn1c(SCC(=O)Nc2nccs2)nnc1-c1cccnc1 | -0.2 |
| Cc1ccc(C(=O)Nc2ccc3c(c2)OCCO3)cc1S(=O)(=O)N1CCOCC1 | -2.6 |
| CCOc1ncccc1C(=O)Nc1cc(S(=O)(=O)N2CCCCC2)ccc1OC | -1.8 |
| O=C(c1ccc(=O)[nH]n1)N1CCN(S(=O)(=O)c2ccccc2F)CC1 | 1.0 |
| CC(C#N)(NC(=O)CN1CCN(S(=O)(=O)c2ccc(Br)cc2Cl)CC1)C1CC1 (stereo not given) | 5.5 |
| CN1CCN(NC(=O)c2c(-c3ccccc3)sc3ccccc23)CC1 | -1.0 |
| CN(C(=O)/C=C/c1ccc(F)cc1)C1CCCCC1 | -1.2 |
| CC(=O)Nc1ccc(NC(=O)C(C)Sc2nnc(-c3ccc4c(c3)OCO4)o2)cc1 (stereo not given) | -0.2 |
| CC1CCN(c2ccc3c(c2)S(=O)(=O)c2cccc(C(=O)NC4CC4)c2C3=O)CC1 | 4.3 |
| COc1ccc(C(=O)NCCS(=O)(=O)N2CCN(Cc3ccccc3)CC2)cc1 | 0.3 |
| COc1cc(OC)cc(C(=O)NNC(=O)CN2C(=O)NC(C)(c3ccc(C)cc3)C2=O)c1 (stereo not given) | 1.3 |
| CCC(C)NC(=O)c1ccc(Cl)c(S(=O)(=O)Nc2ccccc2N2CCOCC2)c1 (stereo not given) | -1.3 |
| CCn1nnnc1SCC(=O)N1CCCCC1 | 0.7 |
| Cc1ccc(S(=O)(=O)N2CCN(C(=O)CN3C(=O)c4ccc([N+](=O)[O-])cc4C3=O)CC2)c(C)c1 | 3.3 |

Rewritten as labelled records: four of the compounds above
Cc1ccc(C(=O)Nc2ccc3c(c2)OCCO3)cc1S(=O)(=O)N1CCOCC1
  OXTR ag: -2.6
Cc1ccc(COC(=O)c2cc(S(=O)(=O)N3CCOCC3)ccc2C)cc1
  OXTR ag: -0.6
CCOC(=O)C1=C(COC(=O)CCOc2ccccc2C)NC(=O)NC1C (stereo not given)
  OXTR ag: -2.3
COc1ccc2oc(C(=O)NCc3ccccc3CN3CCCC3)c(C)c2c1
  OXTR ag: -0.6

Other entries:
| SMILES | OXTR ag |
| --- | --- |
| CCOc1ccc(OCC(=O)N(C)c2c(N)n(Cc3ccccc3)c(=O)[nH]c2=O)cc1 | -0.4 |
| COC(=O)c1ccc(COC(=O)CNC(=O)c2ccc(C)s2)cc1 | -0.9 |
| CCC(C)NC(=O)c1ccc(NC(=O)CC2SC(N3CCCCC3)=NC2=O)cc1 (stereo not given) | 0.5 |
| Cc1cc(C(=O)NNC(=O)c2sccc2C)c(C)o1 | -0.1 |
| Cc1noc(C)c1NC(=O)Nc1cccc2c1O[C@H](CN(C)S(=O)(=O)c1ccc(F)cc1)[C@@H](C)CN([C@H](C)CO)C2=O | 0.7 |
| CC1CC1C(=O)OCC(=O)Nc1cc(S(=O)(=O)N2CCCCC2)ccc1Cl (stereo not given) | 0.0 |
| CCCCN(C(=O)CCSc1ccc(F)cc1)c1c(N)n(Cc2ccccc2)c(=O)[nH]c1=O | -1.2 |
| CC(=O)c1ccc(S(=O)(=O)N2CCN(C(=O)CN3C(=O)NC4(CCCC4)C3=O)CC2)cc1 | 0.2 |
| N#CCC(=O)Nc1ccc(C(=O)OCC(=O)c2c[nH]c3ccccc23)cc1 | 1.5 |
| CCN(CC)CCNC(=O)c1cc(Br)c(N)cc1OC | 0.2 |
| CC(=O)Nc1ccc(S(=O)(=O)NCCC(=O)NCc2ccncc2)cc1 | 0.9 |
| CCCCn1nc(C(=O)Nc2ccc3c(c2)OCCO3)c2ccccc2c1=O | -1.2 |
| Cc1cc(Nc2cccc(Br)c2)c2ccccc2n1 | 4.5 |
| COc1ccc(N(S(=O)(=O)c2ccccc2)S(=O)(=O)c2ccccc2)c(N)c1 | -2.0 |
| CCCCn1c(N)c(N(CC(C)C)C(=O)c2ccc(Br)o2)c(=O)[nH]c1=O | -0.3 |
| CCOc1ccc(/C(CCC(=O)O)=N/NC(=O)c2cccc(S(=O)(=O)Nc3ccccc3OC)c2)cc1 | -1.2 |
| Cc1nn(CC(=O)N(C)C)c(C)c1S(=O)(=O)N1CCOCC1 | 0.6 |
| CCc1cccc2c1Sc1ccccc1CC2N1CCNCC1 (stereo not given) | 13 |
| Cc1nc(NC(=O)c2cccnc2Cl)sc1C | 1.4 |
| COC(=O)[C@H](CCSC)NC(=O)Cn1cnc2c(OCc3ccccc3)ncnc21 | 6.8 |
| CCOC(=O)[C@H]1[C@H]2COc3cc(OC)ccc3[C@@H]2N2C(=O)CN(Cc3ccc(OC)cc3)C(=O)[C@@]12C | -0.3 |
| Cc1noc(C)c1CSCC(=O)N(C)CC(=O)Nc1ccc(Cl)c(C(F)(F)F)c1 | 4.4 |
| CCOc1ccc(OCCOC(=O)CN2C(=O)NC3(CCCC3)C2=O)cc1 | -1.9 |

3 consecutive compounds from above, for reference:
| SMILES | OXTR ag |
| --- | --- |
| CCOC(=O)[C@H]1[C@H]2COc3cc(OC)ccc3[C@@H]2N2C(=O)CN(Cc3ccc(OC)cc3)C(=O)[C@@]12C | -0.3 |
| Cc1noc(C)c1CSCC(=O)N(C)CC(=O)Nc1ccc(Cl)c(C(F)(F)F)c1 | 4.4 |
| CCOc1ccc(OCCOC(=O)CN2C(=O)NC3(CCCC3)C2=O)cc1 | -1.9 |
